KDM4E inh = inhibitors of human JMJD2E histone demethylase; B2RXH2; Potency, µM (series often up to 57.1 µM), without a hit: top-dose activity change, negative = inhibition, actives largely listed as inhibitors; JMJD2E catalytic domain, FDH-coupled NADH fluorescence (FDH is formaldehyde dehydrogenase); hit rate 1.6% among 230,000; active = well fitted inhibition curve with a large enough effect, not every such curve was filed as active; inconclusive = small, poorly fitted or top-dose-only effect, or another doubt; inactive = no such curve, though single readings can be large or run the other way;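 also: 0% = wells with enzyme and -100% = buffer wells without enzyme; nearly all actives have a fitted effect of over 50% in size; many of its hits are not listed in these tables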
Target sequence (B2RXH2 1-337 limits assumed): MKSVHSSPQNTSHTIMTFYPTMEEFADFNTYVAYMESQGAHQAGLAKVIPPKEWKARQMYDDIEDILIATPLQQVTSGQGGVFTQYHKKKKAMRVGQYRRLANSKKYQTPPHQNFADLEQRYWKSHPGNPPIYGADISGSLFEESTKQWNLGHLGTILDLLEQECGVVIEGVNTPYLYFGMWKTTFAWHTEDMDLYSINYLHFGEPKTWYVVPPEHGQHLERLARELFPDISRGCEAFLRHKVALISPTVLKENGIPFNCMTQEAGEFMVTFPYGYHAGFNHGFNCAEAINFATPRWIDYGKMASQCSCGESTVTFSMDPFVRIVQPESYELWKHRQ
RECQ1 inh = RECQ1 (human) helicase inhibition; RECQ1 DNA unwinding, red fluorescence kinetic read; Potency, µM (highest dose often 57.3 µM), without a hit: at the top dose activity, negative = inhibition, most hits filed as inhibitors; P46063; AID 2549; hit rate 0.54% among 240,000;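 also: plate controls were vehicle for no effect and no enzyme for full effect; nearly all actives have a fitted effect of over 30% in size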
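RECQ1T1 50 nM; forked duplex (20 bp + 30-nt ss tails) 200 nM, ATP 2 mM final; pH 8.0, 2 mM MgCl2, 2.5 ug/ml poly(dI-dC); 15 min compound preincubation; discontinuous kinetic read over 2 h at RT.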
L3MBTL1 inh = inhibitors of human L3MBTL1 | Potency, µM (doses to about 57.1 µM), for the others: at the top dose activity, negative = inhibition, actives largely listed as inhibitors | Q9Y468 | hit rate 0.66% among 230,000 | AID 485360 | AlphaScreen L3MBTL1–H3K9me1 peptide binding; also: % is scaled to controls: 0 for no effect and ±100 for the full control effect; nearly all actives have a fitted effect of over 60% in size
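L3MBTL1 50 nM + b-AHA-H3(1-15)K9me1 75 nM, 30 min RT; compound added, 30 min RT; streptavidin donor/Ni-chelate acceptor beads 10 ug/mL each final, 30 min RT dark; AlphaScreen read.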
ALDH1A1 inh = inhibitors of human aldehyde dehydrogenase 1A1 | P00352 | Purified ALDH1A1, NADH fluorescence, propionaldehyde substrate | Potency, µM (top dose mostly 75.3 µM), for the others: top-dose activity, negative = inhibition, usual class: inhibitors | hit rate 7.3% among 220,000 | AID 1030; active = well fitted inhibition curve with a large enough effect, not every such curve was filed as active; inconclusive = small, poorly fitted or top-dose-only effect, or another doubt; inactive = no such curve, though single readings can be large or run the other way;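 also: plate controls were no enzyme wells and a reference inhibitor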
Target sequence (P00352 whole entry, looked up): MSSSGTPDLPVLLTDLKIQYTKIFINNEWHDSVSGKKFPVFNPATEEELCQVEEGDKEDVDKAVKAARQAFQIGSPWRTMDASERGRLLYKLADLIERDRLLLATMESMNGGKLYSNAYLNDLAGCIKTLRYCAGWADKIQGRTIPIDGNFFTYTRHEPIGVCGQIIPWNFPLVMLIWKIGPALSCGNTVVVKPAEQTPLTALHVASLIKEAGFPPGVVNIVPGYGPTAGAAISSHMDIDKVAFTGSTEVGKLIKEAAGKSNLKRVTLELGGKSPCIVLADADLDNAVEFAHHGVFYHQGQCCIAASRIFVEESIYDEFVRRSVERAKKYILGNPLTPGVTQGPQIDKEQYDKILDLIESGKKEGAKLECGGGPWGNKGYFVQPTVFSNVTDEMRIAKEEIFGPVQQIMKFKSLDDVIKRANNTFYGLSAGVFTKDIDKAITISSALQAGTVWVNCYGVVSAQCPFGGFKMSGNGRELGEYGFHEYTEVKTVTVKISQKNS
Lamin A splicing = modulators of lamin A splicing | HeLa LMNA splicing GFP/RFP minigene ratio, 48 h | Potency, µM (doses to about 46.1 µM), without a hit: at the highest dose ratio change, negative = inhibition, hits mostly inhibitors | AID 1487 | hit rate 0.01% among 200,000; active = well fitted inhibition curve with a large enough effect in the signal ratio, with a control signal flat, not every such curve was filed as active; inconclusive = small, poorly fitted or top-dose-only effect, or effect the other way, or a change in a side signal; the % refers to the signal ratio; also: % is scaled to controls: 0 for no effect and ±100 for the full control effect
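Read-out is the ratio of GFP to DsRed2 object intensity, acquired by 488 nm laser-scanning cytometry on HeLa lamin A-EGFP minigene reporter cells. Compound incubation 48 hrs at 37 °C in Opti-MEM with 2% FBS; DMSO 0.5% final.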
SMN2 splice enh = enhancers of SMN2 splice variant expression; AID 1458; hit rate 2.8% among 210,000; HEK293 SMN2-luciferase splicing reporter, luminescence, 30-36 h; Potency, µM (titrated, usually from 46.1 µM), without a hit: top-dose activity change, positive = activation, usual class: activators; also: % of control where 0% means no effect; nearly all actives have a fitted effect of over 55% in size
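qHTS luciferase splicing reporter: luminescence rises when SMN2 exon 7 is included in transfected HEK293 cells. Compound exposure lasted 30-36 h at 37C, with 4.5 mM final sodium butyrate as control, followed by a ONE-Glo read.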
Luc counter = Kinase-Glo luciferase inhibition (counter-screen); Kinase-Glo luciferase, ATP luminescence, 8 min; Potency, µM (top dose mostly 38.3 µM), without a hit: at the highest dose activity change, negative = inhibition, usual class: inhibitors; hit rate 0.28% among 200,000; also: % is scaled to controls: 0 for no effect and ±100 for the full control effect; nearly all actives have a fitted effect of over 60% in size
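Inhibition of Kinase-Glo luciferase light generation was assessed at 10 uM ATP in pH 7.2 imidazole buffer, with luminescence measured after eight minutes at ambient temperature.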
Tau ThT inhib = tau fibrillization inhibition (ThT binding). P10636. AID 1460. recombinant tau K18 P301L (four-repeat tau fragment), heparin-induced fibrillization, ThT fluorescence. Potency, µM (series often up to 57.4 µM), for inactives: at the highest dose activity, negative = inhibition, usual class: inhibitors. hit rate 2.1% among 270,000; also: % is scaled to controls: 0 for no effect and ±100 for the full control effect; nearly all actives have a fitted effect of over 55% in size
Target sequence (P10636 561-689 P618L limits assumed): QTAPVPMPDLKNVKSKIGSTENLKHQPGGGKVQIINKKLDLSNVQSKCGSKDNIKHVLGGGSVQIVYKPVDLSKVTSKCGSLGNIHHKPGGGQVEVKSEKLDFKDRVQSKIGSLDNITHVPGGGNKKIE
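Aggregation was driven by heparin (20 uM final) acting on recombinant tau […] bearing P301L in 100 mM sodium acetate pH 7; fibrils were detected with Thioflavin T.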
Starred values were filed as active, the others as inactive; i = inactive; ? = inconclusive; · = not tested or not shown; & = joins results of further samples; [ ] = remark or other dose. Unless noted, calls follow the shape of the dose curve; as a rule, active = well fitted curve in the direction sought with a large enough effect; inconclusive = small, poorly fitted or top-dose-only effect, or another doubt; inactive = no such curve, though single readings can be large; an effect the other way counts as inactive or inconclusive. Potency is read from the fitted curve at half-maximal effect. Not all compounds are listed; rates above refer to the full screens.

SMILES | KDM4E inh | RECQ1 inh | L3MBTL1 inh | ALDH1A1 inh | Lamin A splicing | SMN2 splice enh | Luc counter | Tau ThT inhib
C=CCSc1nc(-c2ccc3c(c2)OCO3)cc(C(F)(F)F)c1C#N | ? | 17% | 3% | ? | 9% | -7% | -4% | -9%
CC(Sc1ccc(Cl)cc1)C(=O)NCc1cccnc1 (stereo unspecified) | 10% | -2% | · | -1% | 1% | -1% | 0% | -6%
CC1CC(C)CN(CCOCCSc2ccccc2)C1 (stereo unspecified) | -2% | 4% | -2% | 14µM* | ? | -20% | -3% | -3%
CC(/C=N/NC(=O)Cc1cccs1)=C\c1ccccc1 | 3% | 1% | -1% | 2% | 1% | · | -2% | 1%
O=C(/C=C/c1cn(-c2ccccc2)nc1-c1ccc2c(c1)OCCO2)NCCCN1CCOCC1 | ? | -9% | -29% | -2% | · | 4% | -2% | -4%
COc1ccc(CCn2c(C)c(C(C)=O)c(C(C)=O)c2C)cc1OC | -17% | 1% | -23% | 0% | -6%[9.22 µM] | -10% | -5% | 3%
COC(=O)C1CSC(C(=O)OC)N1C(=O)Nc1ccccc1 (stereo unspecified) | 0% | -6% | 0% | 7% | -6% | -12% | 0% | 5%
O=C1/C(=C/c2ccc(O)cc2)SC(=S)N1Cc1cccnc1 | -2% | i | -7% | ? | 4% | -4% | -2% | -11%
CC(C)(CO)NC12CC3CC(CC(C3)C1)C2 | 4% | -7% | -10% | 12% | -12%[9.22 µM] | 12% | 0% | 0%
Cc1ccc(NC(=O)c2noc3c2CCc2ccccc2-3)cc1 | -16% | i | · | -4% | -5% | ? | -3% | -13%
CNC(=O)c1cccc2nc3ccccc3nc12 | -5% | -7% | 2% | · | · | · | · | -17%
Cc1cc(C)cc(NC(=O)Cn2ncn3c(cc4ccccc43)c2=O)c1 | ? | -7% | · | -12% | 6% | -3% | -3% | -7%
Cc1ccn2c(NC(=O)c3cccs3)c(-c3ccccc3)nc2c1 | -2% | -2% | 5% | 0% | -13% | 0% | 3% | -8%
Nc1cc(=O)nc(SCC(=O)Nc2cccc3ccccc23)n1CCc1ccccc1 | -16% | -18% | -7% | 9% | -12% | 3% | 0% | -14%
COc1ccc(Nc2cc(C)nc3ncnn23)c(OC)c1 | 8% | -9% | · | 11% | -4% | 7% | 0% | -4%
C=CCc1cc(C=O)cc(OCC)c1OCc1ccc(Cl)cc1 | 3% | -13% | 65%[activator] | -7% | ? | -9% | -3% | -20%
CCOC(=O)CNC(=O)Cn1cnc2sc(C)c(S(=O)(=O)N3CCC(C)CC3)c2c1=O | 7% | -4% | -29% | 10% | 4% | 1% | 2% | 0%
COc1ccc(S(=O)(=O)n2oc(=O)cc2-c2ccccc2)cc1 | -4% | i | · | ? | 3% | 1% | 5% | -18%
O=C(CSc1nnnn1Cc1ccccc1)N1CCN(c2ccccc2)CC1 | -4% | i | -2% | ? | -3% | -5% | -3% | -15%
Cn1c(/C(C#N)=N/O)nc2ccccc21 | -20% | -3% | -1% | ? | -5% | -54%[inhibitor] | 6% | -6%
O=C1OC2(CCCCC2)OC(=O)C1=CNc1nc2ccccc2s1 | 5% | -1% | · | 11µM* | 2% | -21% | 15% | -10%
Cc1cccc(-c2nc3ccccc3c3nncn23)c1 | -2% | -8% | 9% | ? | -2% | 6% | 0% | -11%
CCCCc1c(O)c2ccccc2[nH]c1=O | ? | -4% | -5% | ? | 6% | -12% | -2% | -2%
CC(=O)Nc1ccc(NS(=O)(=O)c2cc(C)sc2C)cc1 | 5% | -5% | 2% | 2% | 1% | -20% | 1% | -2%
Cc1ccc(O)c(-c2cc3ccccc3[nH]2)c1 | ? | -10% | -9% | ? | ? | 12% | 0% | 13µM*

Pulled one by one from the list above, 7 records:
SMILES | KDM4E inh | RECQ1 inh | L3MBTL1 inh | ALDH1A1 inh | Lamin A splicing | SMN2 splice enh | Luc counter | Tau ThT inhib
CC(=O)Nc1ccc(NS(=O)(=O)c2cc(C)sc2C)cc1 | 5% | -5% | 2% | 2% | 1% | -20% | 1% | -2%
CCOC(=O)CNC(=O)Cn1cnc2sc(C)c(S(=O)(=O)N3CCC(C)CC3)c2c1=O | 7% | -4% | -29% | 10% | 4% | 1% | 2% | 0%
COc1ccc(Nc2cc(C)nc3ncnn23)c(OC)c1 | 8% | -9% | · | 11% | -4% | 7% | 0% | -4%
COC(=O)C1CSC(C(=O)OC)N1C(=O)Nc1ccccc1 (stereo unspecified) | 0% | -6% | 0% | 7% | -6% | -12% | 0% | 5%
CCCCc1c(O)c2ccccc2[nH]c1=O | ? | -4% | -5% | ? | 6% | -12% | -2% | -2%
Cc1ccn2c(NC(=O)c3cccs3)c(-c3ccccc3)nc2c1 | -2% | -2% | 5% | 0% | -13% | 0% | 3% | -8%
COc1ccc(CCn2c(C)c(C(C)=O)c(C(C)=O)c2C)cc1OC | -17% | 1% | -23% | 0% | -6%[9.22 µM] | -10% | -5% | 3%

Next entries.
SMILES | KDM4E inh | RECQ1 inh | L3MBTL1 inh | ALDH1A1 inh | Lamin A splicing | SMN2 splice enh | Luc counter | Tau ThT inhib
O=C(Nc1cscc1S(=O)(=O)c1ccccc1)c1ccccc1Cl | 2% | -6% | 12% | · | · | · | · | 0%
CC(=O)Nc1ccc(N2C(C(C)=O)=NN(c3ccc(Cl)cc3)C2c2sccc2C)cc1 (stereo unspecified) | ? | -3% | 10% | -99% | -29% | -21% | 3% | ?
CCOC(=O)C1=C(O)/C(=C\c2sccc2C)N=C1C | -4% | 3% | -8% | ? | ? | 4% | -9% | 11%
O=c1[nH]c2cc(C(F)(F)F)ccc2n1-c1cc(C(F)(F)F)ccc1O | 2% | -13% | -6% | 4%&4%&-1% | 13% | -10%&7%&-8% | -1% | ?
COC(=O)[C@@H]1C[C@@]2(O)[C@H](O)[C@H](O)[C@H](O)C[C@H]2N1CC1CCCCC1 | 12% | -2% | · | ? | · | 15% | -5% | -5%
COc1ccc(-c2[nH]ncc2-c2ccc3c(c2)OCCO3)c(O)c1 | -4% | -17% | · | ? | ? | -19% | -4% | -4%
CCCc1cc(=O)[nH]c(SCc2cccc(C)c2)n1 | 3% | -7% | · | ? | 9% | -17% | -3% | -17%
CC1=C(C#N)C(=O)NC(=O)/C1=C\c1ccc(-c2cc(C)c(C)cc2[N+](=O)[O-])o1 | 25µM* | -6% | ? | ? | · | 6% | 1% | 25µM*
Cc1nnc(SCC(=O)NC(C)c2ccccc2)[nH]c1=O (stereo unspecified) | 1% | -10% | · | 4% | 4% | 20% | 1% | -12%
CN1CCN(NC(=O)c2ccc(COc3ccccc3Br)o2)CC1 | 5% | i | -11% | -8% | · | -8% | -2% | 10%
CCCOc1ccc2oc(=O)c3c(c2c1)CCCN3C(=O)CN(C)Cc1ccccc1 | ? | i | -2% | ? | ? | · | · | -16%
Cc1ccc2nc(NC(=O)c3ccc(NS(=O)(=O)c4cccs4)cc3)sc2c1 | ? | -10% | -9% | ? | -18% | -8% | 2% | ?
COc1ccc(CCNC(=O)Cc2nn(C)c(=O)c3ccccc23)cc1OC | 9% | -1% | 3% | 13% | -17% | -26% | -2% | 1%
CCCc1nn(C)c(C(=O)Nc2ccc3ccccc3c2)c1Cl | ? | -9% | 12% | -18% | ? | 14µM* | -4% | ?
COc1ccccc1N(CC(=O)NCc1ccccn1)S(C)(=O)=O | 6% | -12% | 8% | 8% | 2% | -14% | -7% | -1%
COc1ccc(NC(=O)c2cccc(Oc3ccc([N+](=O)[O-])cc3Cl)c2)cc1 | -7% | -6% | -7% | ? | ? | -32%[inhibitor] | 3% | -15%
COc1ccccc1-c1nnc2n1N=C(C(C)(C)C)CS2 | -4% | 9% | · | -2% | 1% | 12% | -1% | -2%
O=C(O)C1CC(c2ccccc2F)=NO1 (stereo unspecified) | 5% | i | · | 8% | 11% | 24% | -5% | -6%
O=C(Nc1ccc2c(c1)CCC2)c1ccc(Br)o1 | 2% | i | · | -9% | -10% | 13µM* | -21% | ?
COc1cc(OC)c2c(-c3cccc(-c4cccc(C)c4)c3)cc(=O)oc2c1 | · | -6%[81.1 µM] | 4% | ? | · | · | -8%[39.9 µM] | -8%[81.4 µM]
Cc1ccc(NC(=O)CSc2nnc(/N=C/N(C)C)s2)cc1 | -9% | 9% | 0% | 2% | 19%[46 µM] | -3% | 2% | -10%
COc1ccc(CNC(=O)C2(c3ccc(Cl)cc3)CC2)cc1 | -6% | -19% | 6% | ? | 9% | -21% | -2% | -2%
CCn1c(SCc2nc3ccccc3s2)nnc1-c1cccs1 | -5% | -2% | 2% | -10% | -13% | ? | -5% | -13%
CN1C(=O)CC(N2CCC(c3nc4ccccc4s3)CC2)C1=O (stereo unspecified) | 1% | 2% | -12% | ? | -13% | 6% | -2% | -12%
COc1ccccc1N1CCN(C(=O)c2nn(-c3ccccc3OC)c(=O)c3ccccc23)CC1 | -3% | i | · | -9% | -9% | 33% | 4% | -5%
C=CCn1c(Sc2nnc(C)s2)nc2c1c(=O)[nH]c(=O)n2C | 0% | -6% | 3% | 11% | 2% | 6% | -2% | 0%
CCC(=O)O[C@@H]1[C@H](C)O[C@H](O[C@H]2[C@@H](N(C)C)[C@H](O)[C@@H](O[C@@H]3[C@@H](CC=O)C[C@@H](C)[C@@H](O)/C=C\C=C/C[C@@H](C)OC(=O)C[C@@H](OC(=O)CC)[C@H]3OC)O[C@H]2C)C[C@]1(C)O | 6%[25.5 µM] | -8%[25.9 µM] | · | -6%[20.9 µM] | ? | -21%[20.6 µM] | -4%[17.1 µM] | ·
Cc1c(N=C2NN=C(c3c[nH]c4ccccc34)CS2)c(=O)n(-c2ccccc2)n1C | ? | i | -13% | ? | ? | · | · | ?
Nc1ccccc1SC1CC(=O)N(c2ccccc2Cl)C1=O (stereo unspecified) | -3% | i | 11% | 1% | ? | · | · | -8%

Compound activity from PubChem BioAssay.
